# Compound activity: PubChem, several laboratories
# SRC2 TRFRET art – counter-screen for PPARgamma SRC-2 recruitment agonists: TR-FRET artefact. AID 1049. TR-FRET ratio at 8 µM. 0.4% of 200,000 active. active compounds read high; in the data active = TR-FRET ratio above about 2000; also: inactives centre near 1500
# PPARg SRC1 recr – PPARgamma-driven SRC-1 recruitment agonism | PPARgamma-SRC-1 coactivator recruitment biochemical assay | activation, % at 8 µM | 0.41% of 200,000 active | AID 631; in the data active = activation above about 19%;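 also: 0% = DMSO and 100% = reference agonist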
# Target sequence (P37231 whole entry, looked up): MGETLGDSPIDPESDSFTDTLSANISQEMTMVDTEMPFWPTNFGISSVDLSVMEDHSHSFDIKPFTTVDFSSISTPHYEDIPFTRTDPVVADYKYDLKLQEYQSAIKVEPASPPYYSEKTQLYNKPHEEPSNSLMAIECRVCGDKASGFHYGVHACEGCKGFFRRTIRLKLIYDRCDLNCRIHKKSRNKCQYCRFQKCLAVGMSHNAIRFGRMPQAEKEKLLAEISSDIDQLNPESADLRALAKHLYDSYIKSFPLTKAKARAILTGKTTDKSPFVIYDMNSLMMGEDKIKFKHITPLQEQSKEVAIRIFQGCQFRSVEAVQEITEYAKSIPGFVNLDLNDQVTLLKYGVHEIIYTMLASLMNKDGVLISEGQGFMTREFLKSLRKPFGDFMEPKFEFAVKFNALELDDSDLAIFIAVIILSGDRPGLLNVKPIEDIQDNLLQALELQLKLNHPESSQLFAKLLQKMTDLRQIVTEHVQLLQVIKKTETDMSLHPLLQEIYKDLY
# PPARg SRC3 recr – PPARgamma-driven SRC-3 recruitment agonism; P37231; biochemical PPARgamma/SRC-3 coactivator recruitment assay; activation, % at 8 µM; 0.26% of 200,000 active; in the data active = activation above about 23%;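 also: 0% = DMSO and 100% = reference agonist; some compounds past the cut are filed as inactive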
# bIAP act – intestinal alkaline phosphatase (bovine) activation. purified bovine IAP, CDP-star luminescence, 30 min; active compounds read high; fold of DMSO-control signal, blank-subtracted. activation factor at 20 µM. 0.17% of 200,000 active;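 active = activation factor of 2 or more at 20 µM, a signal rise over negative controls twice the positive control's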
# STAT3 act – activators of IL-6 induced STAT3 signaling | U3A cells, IL-6 STAT3-luciferase reporter, luminescence; 100% = signal with IL-6 EC80 alone | activation (% of control), % at 5.6 µM | 0.91% of 190,000 active;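 active = activation above the screen-wide mean of compound activation plus 3 SD, cut at about 130% in these data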;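 also: 0% = background luminescence of wells with medium and substrate only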
#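 Material: STAT1-lacking human U3A cells, STAT3 luciferase reporter | Benchmarks: IL-6-only wells as 100% reference | Probe or stimulus: IL-6 (33 ng/mL) | Timing: Compound 1 h, then IL-6 6 h at 37 °C | Detection: Luminescence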
# PPARg SRC2 recr – agonists of SRC-2 recruitment by human PPARgamma; P37231; PPARgamma LBD-SRC-2 recruitment, biochemical; activation, % at 8 µM; 0.34% of 200,000 active; in the data active = activation above about 22%;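 also: 0% = vehicle and 100% = reference agonist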
# TNAP act hiacc – increases human TNAP activity under high phosphate acceptor concentration; purified TNAP, CDP-star luminescence, 1 M DEA, 30 min; active compounds read high; 0 = EDTA background, 1 = DMSO-only activity; 200,000 tested, under 10 active; P05186; AID 1136; activation factor at 20 µM;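 active = activation factor at least 2 at 20 µM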
#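 system = human TNAP | amount = enzyme diluted 1/800 final | reagent = 100 µM CDP-star substrate | signal = luminescent substrate turnover signal | dosing = one dose, 20 µM | benchmarks = EDTA negative control, DMSO positive control | measure = activation factor | timing = 30 min reaction, room temperature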
# STAT1 inh – reduces IFN-gamma driven STAT1 reporter signal | NIH 3T3 STAT1-luciferase reporter, luminescence | inhibition, % at 5.5 µM | 0.35% of 200,000 active | AID 920;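 active = inhibition above a set limit, the mean inhibition across all tested compounds plus 3 SD, cut at about 34% in these data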;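 also: 0% = IFN-gamma with DMSO and 100% = IFN-gamma with 300 µM nifuroxazide; values of inactives mirror those of a sister screen read the other way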
# STAT3 inh – STAT3 signaling inhibition; U3A cells, IL-6 STAT3-luciferase reporter, luminescence; host cell line lacks STAT1; inhibition, % at 5.5 µM; 0.89% of 190,000 active;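 active = inhibition above the mean inhibition across all screened compounds plus 3 SD, cut at about 44% in these data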;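 also: 0% = DMSO only wells and 100% = 100 µM nifuroxazide control wells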
# ROMK mod – modulates human ROMK potassium channel activity; Tet-inducible ROMK, thallium flux fluorescence; actives lie on both sides; AID 1918; P48048; 2% of 130,000 active; B-score at 10 µM;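 active = signal ratio slope over the read window, or its plate-corrected B-score, at least 3 SD from the plate mean, either direction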;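 also: B-score of the F/F0 ratio slope over 7 to 12 s after thallium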
# Target sequence (P48048 whole entry, looked up): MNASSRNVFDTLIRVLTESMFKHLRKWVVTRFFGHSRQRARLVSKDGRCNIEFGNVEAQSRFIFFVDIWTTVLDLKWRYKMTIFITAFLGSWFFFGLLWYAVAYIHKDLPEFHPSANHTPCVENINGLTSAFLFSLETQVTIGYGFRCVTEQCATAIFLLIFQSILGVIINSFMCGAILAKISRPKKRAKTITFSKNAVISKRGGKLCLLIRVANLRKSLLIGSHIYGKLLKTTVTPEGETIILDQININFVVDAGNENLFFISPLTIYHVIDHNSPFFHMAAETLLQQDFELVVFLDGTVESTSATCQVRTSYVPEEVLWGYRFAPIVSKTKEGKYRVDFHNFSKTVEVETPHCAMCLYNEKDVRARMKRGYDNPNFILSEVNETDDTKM
# bIAP inh – intestinal alkaline phosphatase (bovine) inhibition; purified bovine IAP, CDP-star luminescence, 30 min; inhibition, % at 20 µM; 190,000 tested, under 10 active;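 active = over 50% inhibition of intestinal alkaline phosphatase at 20 µM in the single-dose screen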
#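 System: Purified bovine intestinal alkaline phosphatase (IAP) enzyme | Input: IAP diluted 1/65,000,000 in the well | Also added: CDP-star chemiluminescent phosphatase substrate, 30 µM final | Dosing: 20 µM single dose | Times: Enzyme reaction for 30 min at room temperature | Detection: Luminescence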
# The depositor's hits bear a star; / = no result given.
SMILES,SRC2 TRFRET art,PPARg SRC1 recr,PPARg SRC3 recr,bIAP act,STAT3 act,PPARg SRC2 recr,TNAP act hiacc,STAT1 inh,STAT3 inh,ROMK mod,bIAP inh
Cc1cccc(NS(=O)(=O)c2cc(C(=O)N3CCOCC3)ccc2Cl)c1,1657,7,2,1,109,-2,1,-4,1,0.48,-3
COc1ccc(OC)c(NC(=S)N2CCN(c3ccccn3)CC2)c1,1451,3,3,1,108,1,1.1,-2,-3,/,-2
Cc1[nH]nc(-c2ccc(OCc3cnn(-c4ccccc4)c3)c(C)c2O)c1Oc1ccccc1,1738,1,7,1,102,8,1,5,8,/,-3
CCOC(=O)c1cnn(-c2cc(C)cc(C)c2)c1N,1595,4,-1,1,98,3,1,4,7,-0.66,0
COc1ccc(C(=O)C2CCCN(Cc3cccn3-c3ccccn3)C2)c(C)c1 (centres undefined),1535,8,5,1,108,3,1,15,-7,-2.2,-2
CC(CNC(=O)C(=O)NC(C)CCc1ccccc1)Cc1ccccc1 (centres undefined),1549,3,8,0.9,101,6,1,-8,6,0.11,10
CNc1cnn(-c2ccc(C)cc2)c(=O)c1Cl,1515,-4,9,1.1,108,-2,1,-32,-7,/,-9
Cc1ccc(CN2CCN(Cc3ccc4cc(F)ccc4n3)CC2CCO)o1 (centres undefined),1527,-3,-2,1,126,-2,1,-6,-24,0.31,-1
CCCn1c(=O)n(C)c(=O)c2c(SCc3cc(C(C)=O)ccc3OCC)nc(C3CC3)nc21,1573,4,10,/,101,6,/,8,1,/,/
COc1ccc(OC)c(S(=O)(=O)N2CCC(C(=O)N3CCOCC3)CC2)c1,1443,-8,-5,0.9,105,10,1,1,-3,-0.046,6

# Continued.
SMILES,SRC2 TRFRET art,PPARg SRC1 recr,PPARg SRC3 recr,bIAP act,STAT3 act,PPARg SRC2 recr,TNAP act hiacc,STAT1 inh,STAT3 inh,ROMK mod,bIAP inh
O=C(COc1ccc(Cl)cc1)N1CCN(S(=O)(=O)c2ccccc2)CC1,1638,2,4,1,93,0,1,18,8,-0.61,1
CCN(CCCNC(=O)COc1cc(=O)n(CC)c2ccccc12)c1ccccc1,1488,-3,-8,0.9,88,-3,1.1,16,20,2,12
CC(C)(C)NC(=O)CN1CCC(O)(c2ccccc2)CC1,1293,4,1,0.9,101,1,1,-1,5,/,13
COc1ccc(N(CC(=O)Nc2cccc(C)c2C)S(=O)(=O)c2c(C)n[nH]c2C)cc1,1519,2,-15,1.2,104,0,1.1,0,0,-1.2,-16
CCc1nnc(NC(=O)CSc2nnc(C)n2-c2ccc(C)cc2)s1,1555,9,1,1,94,5,1,0,9,/,4
O=C(NNC(=O)c1sccc1-n1cccc1)Nc1ccc(F)cc1,1504,5,3,1.1,96,2,1.1,-6,7,-0.61,-14
O=C(c1ccccc1Cl)N1CCc2ccccc2C1,1472,7,1,1,99,3,1,-1,3,0.016,-3
COc1ccc(-c2c(C)oc3c(CN4CCCCC4C)c(O)ccc3c2=O)cc1OC (centres undefined),1681,2,4,1,102,3,1,0,-2,/,5
Cc1ccc(NC(=O)Cn2nc(C)c3ccccc3c2=O)cc1F,1457,-8,-2,1.1,106,1,1.1,-7,-2,-0.35,-13
CCOC(=O)c1oc2nc(C)c3c(c2c1N)CC(C)(C)OC3,1495,0,-3,1,93,-1,1,-5,15,0.39,-4

# Next entries follow:
Molecule,SRC2 TRFRET art,PPARg SRC1 recr,PPARg SRC3 recr,bIAP act,STAT3 act,PPARg SRC2 recr,TNAP act hiacc,STAT1 inh,STAT3 inh,ROMK mod,bIAP inh
CCCn1c(N)c(Sc2ccc([N+](=O)[O-])cc2)c(=O)n(CCC)c1=O,1427,-12,-9,1,108,-8,1,-1,-7,-0.072,5
O=C(NC1CCCc2ccccc21)C12CC3CC(CC(O)(C3)C1)C2 (centres undefined),1431,4,-5,1,100,-5,1,-25,9,0.039,3
COc1ccc(/C=N/NC(=O)CCc2ccccc2)cc1O,1543,4,4,1,110,4,1,3,-5,/,1
O=C(COC(=O)CC1CC2CCC1C2)Nc1c(F)cccc1F (centres undefined),1618,7,6,0.9,106,4,1,-6,-5,-0.75,7
O=C(CN1c2cccc3cccc(c23)S1(=O)=O)NCc1ccc2c(c1)OCO2,1448,7,9,0.7,104,7,1,7,2,/,28
O=C1CC(N2CCN(c3ccccc3)CC2)C(=O)N1c1ccc2c(c1)OCCO2 (centres undefined),1637,-4,-2,0.9,104,18,1,-5,-2,0.29,6
O=C(Nc1ccc(Cl)cn1)c1ccc2ccccc2n1,1552,2,-5,0.9,178*,3,1,-14,-82,/,6
CCc1cc(=O)oc2cc(OC(C)=O)cc(OC(C)=O)c12,1798,2,-1,0.8,93,11,1,0,12,/,22
Cc1cc(C)nc(N2CCCC(C(=O)NCc3cccs3)C2)n1 (centres undefined),1190,2,9,1,109,-4,1,-2,-6,0.06,2
Cc1ccc2c(c1)N(C(C)C(=O)NCCc1ccccc1)C(=O)CO2 (centres undefined),1706,4,6,0.9,104,9,1,-2,2,-0.0078,9
Cc1ccc(C)c(NC(=O)/C(C#N)=C/c2ccc(Sc3nncn3C)c([N+](=O)[O-])c2)c1,1635,2,5,1.1,97,4,0.9,1,7,-3.1*,-6
Cc1ccc(S(=O)(=O)Nc2n[nH]nc2C(=O)NC2CCCCC2)cc1,1461,1,2,1.1,99,-2,1,2,13,-0.23,-10
CC1(C)CC(=O)C(C=NCC(N)=O)=C(O)C1,1717,5,2,0.9,97,9,1,1,7,/,6
COc1ccc(/C(N)=N/OC(=O)CCc2ccccc2)cc1,1515,4,1,1,95,4,1,-26,8,1.3,1
Cc1ccc(-c2ccc(=O)[nH]n2)cc1,1458,4,-2,0.4,103,-2,1,-5,-2,-0.48,/
Nc1ccc(O)c2c1C(=O)c1ccccc1C2=O,2073*,24*,21,1.2,96,32*,0.8,-4,16,-0.49,-21
CC(C)C(=O)Nc1ccc(O)c(-c2csc(N)n2)c1,1695,2,0,1.1,104,-1,1,-5,-1,-0.71,-6
COc1ccc(NC(=O)c2noc3c2CCC3)cc1,1720,5,3,0.7,97,18,1,-42,10,-0.72,27
Cc1cc(C(=O)COc2ncnc3sccc23)c(C)n1C1CC1,1674,7,4,1,100,12,1,-25,3,/,0
O=C(Cn1cnc2c(nnn2Cc2ccc(Cl)cc2)c1=O)NCc1ccco1,1707,3,3,1,111,4,1,2,-9,/,-1
CC(=O)Nc1nn(C)c2nc(C)cc(C)c12,1597,7,1,1.1,100,11,1,-4,4,-0.55,-11
CC1Oc2ccccc2N(CC(=O)NCCc2ccccc2)C1=O (centres undefined),1645,-4,11,1,97,8,1.1,-3,8,/,3
Nc1c(C(=O)NCCN2CCOCC2)c2nc3ccccc3nc2n1-c1ccc2c(c1)OCO2,1530,-8,0,1.1,114,-4,1,0,-12,-0.65,-6
CC(C)(C)NC(=O)COC(=O)c1cc(Cl)ccc1[N+](=O)[O-],1532,-6,-2,1.1,101,-2,1,4,6,-0.59,-5
COC(=O)c1cc(S(=O)(=O)N2CCOCC2)c(N2CCOCC2)cc1N1CCOCC1,1526,-1,-2,1,104,-4,1,-8,0,0.16,3

# 3 compounds already listed, ordered by the number in PPARg SRC1 recr, falling.
molecule	PPARg SRC1 recr
O=C(COC(=O)CC1CC2CCC1C2)Nc1c(F)cccc1F (centres undefined)	7
Cc1ccc2c(c1)N(C(C)C(=O)NCCc1ccccc1)C(=O)CO2 (centres undefined)	4
O=C(Nc1ccc(Cl)cn1)c1ccc2ccccc2n1	2

# Other compounds.
Molecule,SRC2 TRFRET art,PPARg SRC1 recr,PPARg SRC3 recr,bIAP act,STAT3 act,PPARg SRC2 recr,TNAP act hiacc,STAT1 inh,STAT3 inh,ROMK mod,bIAP inh
CCCCNC(=O)CCCCC(=O)N/N=C/c1cccc(Cl)c1,1507,-4,3,0.9,107,-2,1.1,3,1,0.0076,14
Cc1ccc(NC(=O)c2c([N+](=O)[O-])c(C(C)(C)C)nn2C)cc1,1545,4,2,1,88,11,1,-5,16,-0.26,0
CN(C)c1nc(-c2ccc([N+](=O)[O-])cc2)cs1,1585,8,9,0.8,85,4,1,-22,21,-0.12,23
Clc1ccc(-c2ncc3ccccn23)c(Cl)c1,1452,4,2,1.1,95,5,1,-14,8,-1,-11
COc1ccc(NC(=S)N2CCc3ccccc3C2)cc1OC,1420,-1,2,1.2,89,-6,1,-7,19,0.28,-18
CC(C)C(c1nnnn1Cc1ccccc1)N(Cc1ccco1)Cc1cccs1 (centres undefined),1642,3,4,0.8,107,5,1.1,3,-2,/,17
CCOC(=O)CC(NC(=O)c1ccco1)c1ccc(C)cc1 (centres undefined),1473,8,1,0.8,101,9,1.1,2,1,/,16
COc1cccc(/C=c2\sc3nc(-c4cccs4)nn3c2=O)c1OC,1432,-3,8,1,99,1,1,0,4,/,2
COc1ccc(C2OC(=O)CC2C(=O)NCc2ccc(Cl)cc2)cc1OC (centres undefined),1473,1,-1,1,115,-3,1.1,-15,-12,-0.0018,-1
COc1ccc(C2CCCN2C(=O)Nc2ccc(C)c(C)c2)cc1OC (centres undefined),1391,-3,-1,1.2,95,-7,1.1,0,14,/,-21
COc1ccc(C)cc1NS(=O)(=O)c1cc(C)ccc1C,1791,0,7,1,100,12,1,8,1,0.6,-5

# Full records, looked up by structure. Values in the order: SRC2 TRFRET art, PPARg SRC1 recr, PPARg SRC3 recr, bIAP act, STAT3 act, PPARg SRC2 recr, TNAP act hiacc, STAT1 inh, STAT3 inh, ROMK mod, bIAP inh
# Listed for Cc1ccc(NC(=O)c2c([N+](=O)[O-])c(C(C)(C)C)nn2C)cc1 → 1545, 4, 2, 1, 88, 11, 1, -5, 16, -0.26, 0
# Listed for CCCCNC(=O)CCCCC(=O)N/N=C/c1cccc(Cl)c1 → 1507, -4, 3, 0.9, 107, -2, 1.1, 3, 1, 0.0076, 14
